GDH-TPI inh – GDH-TPI coupling enzyme inhibitors, primary screen, artefact control for M. tuberculosis FBA inhibitor project, biochemical, absorbance, full deck; GDH-TPI coupled enzyme counterscreen, NADH absorbance; AID 588335, 2011; 360,000 compounds, 1.2% hits; inhibition, % at 4.8 µM; in the data active means inhibition above about 30%;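 further: 0% = DMSO wells and 100% = wells lacking the enzyme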
BioA inh – M. tuberculosis BioA enzyme inhibitors, primary screen, biochemical, plate reader, single point, HTS | purified M. tuberculosis BioA enzyme | AID 602481, 2012 | 360,000 compounds, 0.096% hits | inhibition, % at 9.99 µM; in the data active means inhibition above about 40%; inconclusive means no clear call, values can overlap the other calls
FadD28 binding – inhibitors of FadD28 bisubstrate probe binding, primary screen, biochemical, fluorescence polarization, single point | 360,000 compounds, 0.22% hits | inhibition, % at 12.5 µM | Mycobacterium tuberculosis FadD28 fatty-acid-AMP ligase; in the data active means inhibition above about 8.5%, passing the limit was not always enough; inconclusive means no clear call, values can overlap the other calls
Mtb UGM inh – M. tuberculosis UGM enzyme inhibitors, primary screen, biochemical, fluorescence polarization, single point; inhibition, % at 10 µM; AID 504406, 2011; UDP-galactopyranose mutase (Mycobacterium tuberculosis (strain ATCC 25618 / H37Rv)), …; 320,000 compounds, 0.06% hits; purified UGM, fluorescence polarization probe displacement; in the data active means inhibition above about 10%, passing the limit was not always enough; inconclusive means no clear call, values can overlap the other calls
PrPC TRFRET – inhibitors of human cell surface prion protein PrPC, primary screen, cell-based, TR-FRET; inhibition, % at 13.8 µM; TR-FRET read-out; 370,000 compounds, 0.43% hits; in the data active means inhibition above about 24%; further: 0% = median of the test wells and 100% = reference compound wells
Mtb FBA inh – Mtb FBA enzyme inhibitors, primary screen, biochemical, fluorescence, strain H37Rv; purified M. tuberculosis FBA, fluorescence read-out; inhibition, % at 1 µM; 360,000 compounds, 2.3% hits; AID 588726, 2011; in the data active means inhibition above about 27%;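 further: 0% = vehicle and 100% = reference inhibitor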
Target sequence (P9WQA3 whole entry, looked up): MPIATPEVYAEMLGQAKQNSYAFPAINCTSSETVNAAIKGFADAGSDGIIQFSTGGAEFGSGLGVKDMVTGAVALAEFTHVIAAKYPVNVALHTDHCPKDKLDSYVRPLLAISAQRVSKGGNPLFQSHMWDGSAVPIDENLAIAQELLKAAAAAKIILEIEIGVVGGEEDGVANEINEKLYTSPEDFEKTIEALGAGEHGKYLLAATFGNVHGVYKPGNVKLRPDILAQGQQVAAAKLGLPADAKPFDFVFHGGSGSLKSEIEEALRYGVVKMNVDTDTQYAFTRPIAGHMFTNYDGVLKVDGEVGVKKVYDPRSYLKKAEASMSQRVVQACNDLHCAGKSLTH
BoNT-F LC inh – BoNT/F light chain protease inhibitors, primary screen, biochemical, flow cytometry, MLPCN library; Botulinum neurotoxin type F light chain protease (Clostridium botulinum); Multiplex microsphere protease cleavage assay; inhibition, % at 10 µM; 360,000 compounds, 0.22% hits; AID 588497, 2011; in the data active means inhibition above about 35%, passing the limit was not always enough; inconclusive means no clear call, values can overlap the other calls; further: plate controls were buffer without enzyme for full effect and enzyme alone for no effect
MazEF act – activators of E. coli MazEF toxin-antitoxin RNase, primary screen, biochemical, fluorescence, uHTS; AID 504720, 2011; activation, % at 20 µM; FAM/BHQ RNA-DNA oligo cleavage fluorescence, 5 h; Endoribonuclease toxin MazF (Escherichia coli (strain K12)), P0AE70; 350,000 compounds, 0.32% hits; in the data active means activation above about 50%
Target sequence (P0AE70 whole entry, looked up): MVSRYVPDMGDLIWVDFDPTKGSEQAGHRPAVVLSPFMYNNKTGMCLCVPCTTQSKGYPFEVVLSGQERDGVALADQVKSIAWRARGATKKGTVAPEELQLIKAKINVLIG
Rv3671c inh – Rv3671c serine protease inhibitors, primary screen, biochemical, fluorescence polarization, M. tuberculosis H37Rv; P9WHR9; inhibition, % at 5.96 µM; 320,000 compounds, 0.048% hits; AID 2606, 2010; in the data active means inhibition above about 38%;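 further: extracellular domain of Rv3671c used as enzyme; 0% = enzyme with DMSO and 100% = no enzyme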
Target sequence (P9WHR9 whole entry, looked up, the tested form may be a part): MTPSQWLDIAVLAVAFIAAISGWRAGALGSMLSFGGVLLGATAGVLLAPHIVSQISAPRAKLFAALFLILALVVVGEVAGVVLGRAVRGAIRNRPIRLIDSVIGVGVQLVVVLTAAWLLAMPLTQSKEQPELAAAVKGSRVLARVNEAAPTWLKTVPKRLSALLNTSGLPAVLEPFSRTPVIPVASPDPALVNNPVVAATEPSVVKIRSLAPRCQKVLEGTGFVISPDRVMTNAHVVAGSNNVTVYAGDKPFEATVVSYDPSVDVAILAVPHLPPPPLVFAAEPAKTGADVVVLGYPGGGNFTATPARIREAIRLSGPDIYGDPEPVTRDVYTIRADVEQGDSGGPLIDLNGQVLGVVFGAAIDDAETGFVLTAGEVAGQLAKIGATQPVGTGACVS
Starred values were filed as active, the others as inactive; & = joins results of further samples. Random draw from the library. About 4.8% of those tested had a hit in this group.

Results for CC(=O)c1ccc(NC(=O)CCCN2C(=O)/C(=C/C(C)=C/c3ccccc3)SC2=S)cc1 ?
GDH-TPI inh: 1; BioA inh: -1.9; FadD28 binding: -3.9; Mtb UGM inh: -2.8; PrPC TRFRET: 6; Mtb FBA inh: 1; BoNT-F LC inh: 2; MazEF act: 3; Rv3671c inh: -6

How did O=C1Nc2ccccc2C1=Nc1ccc2[nH]c3ccccc3c2c1 do in these assays?
GDH-TPI inh: 18; FadD28 binding: -1.4; PrPC TRFRET: -2; Mtb FBA inh: 41*; BoNT-F LC inh: -15; MazEF act: 7

What do the screens show for `CCOC(=O)C1=C(C)N=C2SC=C(C)N2C1c1ccc(OC)cc1` (stereo not given)?
GDH-TPI inh: 6; FadD28 binding: -3.4; Mtb UGM inh: 1.6; PrPC TRFRET: 12; Mtb FBA inh: -1; BoNT-F LC inh: -8; MazEF act: 4; Rv3671c inh: 12

What do the screens show for `COc1ccc(NC(=O)C2CCCN(S(=O)(=O)c3cccc4nonc34)C2)cc1` (stereo not given)?
GDH-TPI inh: 12; BioA inh: -0.6; FadD28 binding: -1.3; Mtb UGM inh: 0.9; PrPC TRFRET: 2; Mtb FBA inh: -1; BoNT-F LC inh: -15; MazEF act: -5; Rv3671c inh: -9

Results for CCOc1ccccc1N1CCN(C(=S)Nc2ccc(S(N)(=O)=O)cc2)CC1 ?
GDH-TPI inh: 7; FadD28 binding: -4.7; Mtb UGM inh: -1.1; PrPC TRFRET: 4; Mtb FBA inh: 3; BoNT-F LC inh: 1; MazEF act: 6; Rv3671c inh: 3

What do the screens show for `O=C(COC(=O)c1cc(=O)[nH]c2ccccc12)Nc1ccccc1F`?
GDH-TPI inh: 4; BioA inh: 1.2; FadD28 binding: -3.4; Mtb UGM inh: 0.8; PrPC TRFRET: 2; Mtb FBA inh: 2; BoNT-F LC inh: -2; MazEF act: 10; Rv3671c inh: -4

What do the screens show for `CCOc1ccccc1N(CC)C(=O)c1nn(C)c2c1CSc1ccccc1-2`?
GDH-TPI inh: -3; BioA inh: 1.3; FadD28 binding: -3.3; Mtb UGM inh: 0.4; PrPC TRFRET: 8; Mtb FBA inh: 0; BoNT-F LC inh: 10; MazEF act: 8; Rv3671c inh: -3

How did CC(C)=CCN1CCN(Cc2ccc(C#CC(C)(C)O)cc2)CC1CCO (stereo not given) do in these assays?
GDH-TPI inh: 6; BioA inh: -4.7; FadD28 binding: -0.6; Mtb UGM inh: -0.4; PrPC TRFRET: 10; Mtb FBA inh: 0; BoNT-F LC inh: 0; MazEF act: -2; Rv3671c inh: 10

What do the screens show for `N#Cc1nc(-c2ccccc2Cl)oc1N1CCCCC1`?
GDH-TPI inh: 23; BioA inh: -1.9; FadD28 binding: -1.6; Mtb UGM inh: -1.7; PrPC TRFRET: 10; Mtb FBA inh: 19; BoNT-F LC inh: -11; MazEF act: 4; Rv3671c inh: 4

Results for COc1ccc(SCCc2ccncc2)cc1 ?
GDH-TPI inh: 3; FadD28 binding: -2.1; Mtb UGM inh: -0.5; PrPC TRFRET: 6; Mtb FBA inh: 1; BoNT-F LC inh: 4; MazEF act: 5; Rv3671c inh: -2

Results for COc1ccc(CNC(=O)CCN2C(=O)c3ccncc3C2=O)cc1OC ?
GDH-TPI inh: 2; BioA inh: -0.8; FadD28 binding: 0.8; Mtb UGM inh: 0.1; PrPC TRFRET: 6; Mtb FBA inh: -4; BoNT-F LC inh: -4; MazEF act: 2; Rv3671c inh: -1

How did O[C@@H]1C[C@H](c2ccccc2)N(Cc2cccs2)C[C@H]1n1cc(C2CC2)nn1 do in these assays?
GDH-TPI inh: 11; BioA inh: 2.2; FadD28 binding: -1.8; PrPC TRFRET: 7; Mtb FBA inh: 0; BoNT-F LC inh: -3; MazEF act: 9

What do the screens show for `Cc1cccc(NC(=S)Nc2cccc(C)n2)n1`?
GDH-TPI inh: 12; BioA inh: -0.3; FadD28 binding: -2.3; Mtb UGM inh: -0.2; PrPC TRFRET: 1; Mtb FBA inh: 91*; BoNT-F LC inh: 7; MazEF act: 12; Rv3671c inh: -12

How did CC(=O)OC(COC1C[C@@H]2CC[C@@]1(C)C2(C)C)C[N+]1(C)CCCCC1 (stereo not given in full) do in these assays?
GDH-TPI inh: -1; FadD28 binding: -0.8; Mtb UGM inh: -3.5; PrPC TRFRET: -3; Mtb FBA inh: 1; BoNT-F LC inh: -3; MazEF act: 5; Rv3671c inh: 4

Results for COc1cc(N(C(=O)Cc2cccs2)C(C(=O)NC2CCCCC2)c2cccc(OC)c2OC)ccc1-n1cnnn1 (stereo not given) ?
GDH-TPI inh: -3; FadD28 binding: -3.8; Mtb UGM inh: -0.6; PrPC TRFRET: 10; Mtb FBA inh: 0; BoNT-F LC inh: 1; MazEF act: 4; Rv3671c inh: 2

What do the screens show for `C[C@H]1CN([C@@H](C)CO)C(=O)CCCn2nncc2CO[C@@H]1CN(C)Cc1cccc(C(F)(F)F)c1`?
GDH-TPI inh: 12; BioA inh: 1.3&1.2; FadD28 binding: 1.2; PrPC TRFRET: -4; Mtb FBA inh: -1; BoNT-F LC inh: 3; MazEF act: 2

Results for CC(=O)Nc1ccc(N2CCOCC2)c(S(=O)(=O)Nc2ccccc2Cl)c1 ?
GDH-TPI inh: 7; BioA inh: 0.2; FadD28 binding: 0.5; PrPC TRFRET: 1; Mtb FBA inh: 0; BoNT-F LC inh: -1; MazEF act: 1

What do the screens show for `CC1CCCC(NC(=O)COC(=O)c2n[nH]c3ccccc23)C1C` (stereo not given)?
GDH-TPI inh: 2; BioA inh: -1.0; FadD28 binding: -0.6; Mtb UGM inh: -3.1; PrPC TRFRET: 1; Mtb FBA inh: 9; BoNT-F LC inh: -6; MazEF act: -3; Rv3671c inh: -18

What do the screens show for `CS(=O)(=O)N(CC(=O)N1CCN(c2cccc(Cl)c2)CC1)c1cccc(F)c1`?
GDH-TPI inh: -5; BioA inh: 15; FadD28 binding: -0.2; Mtb UGM inh: inconclusive; PrPC TRFRET: -3; Mtb FBA inh: 2; BoNT-F LC inh: 20; MazEF act: 10; Rv3671c inh: -8

Results for CCC(Sc1nc(C)cc(C)n1)C(=O)NC1=NN=C(c2ccc(C)cc2)CS1 (stereo not given) ?
GDH-TPI inh: 8; BioA inh: -1.4; FadD28 binding: -1.7; Mtb UGM inh: -3.1; PrPC TRFRET: 6; Mtb FBA inh: 7; BoNT-F LC inh: 2; MazEF act: -5; Rv3671c inh: 15

Brought forward from above: two entries, then new ones.
What do the screens show for `CS(=O)(=O)N(CC(=O)N1CCN(c2cccc(Cl)c2)CC1)c1cccc(F)c1`?
GDH-TPI inh: -5; BioA inh: 15; FadD28 binding: -0.2; Mtb UGM inh: inconclusive; PrPC TRFRET: -3; Mtb FBA inh: 2; BoNT-F LC inh: 20; MazEF act: 10; Rv3671c inh: -8

Results for CCC(Sc1nc(C)cc(C)n1)C(=O)NC1=NN=C(c2ccc(C)cc2)CS1 (stereo not given) ?
GDH-TPI inh: 8; BioA inh: -1.4; FadD28 binding: -1.7; Mtb UGM inh: -3.1; PrPC TRFRET: 6; Mtb FBA inh: 7; BoNT-F LC inh: 2; MazEF act: -5; Rv3671c inh: 15

What do the screens show for `CCOC(=O)N1CCN(C(=O)c2ccc(N(C)S(=O)(=O)c3ccc(C)cc3)cc2)CC1`?
GDH-TPI inh: -1; BioA inh: -0.9; FadD28 binding: -2.3; Mtb UGM inh: 4.0; PrPC TRFRET: 5; Mtb FBA inh: -3; BoNT-F LC inh: -3; MazEF act: -5; Rv3671c inh: 7

How did CC(NC(=O)COC(=O)C1CC2CCCC(C1)C2=O)c1ccccc1 (stereo not given) do in these assays?
GDH-TPI inh: 2; BioA inh: -1.9; FadD28 binding: -1.3; Mtb UGM inh: -0.2; PrPC TRFRET: -1; Mtb FBA inh: 0; BoNT-F LC inh: -6; MazEF act: 9; Rv3671c inh: 2

How did O=C(Nc1cccc(NC(=O)c2cccs2)c1)c1ccc(Br)o1 do in these assays?
GDH-TPI inh: 19; BioA inh: 2.4; FadD28 binding: -3.6; Mtb UGM inh: -0.4; PrPC TRFRET: 4; Mtb FBA inh: 6; BoNT-F LC inh: -11; MazEF act: 10; Rv3671c inh: -15

How did COC(=O)c1cc(S(=O)(=O)N2CCCCC2)c[nH]1 do in these assays?
GDH-TPI inh: 3; BioA inh: -1.1; FadD28 binding: -0.5; Mtb UGM inh: 2.3; PrPC TRFRET: -3; Mtb FBA inh: 1; BoNT-F LC inh: -3; MazEF act: 6; Rv3671c inh: 3

Results for O=c1[nH]c(N2CCc3ccccc32)nc2c1CCCC2 ?
GDH-TPI inh: -4; BioA inh: -1.8; FadD28 binding: -3.4; Mtb UGM inh: -0.3; PrPC TRFRET: -5; Mtb FBA inh: 3; BoNT-F LC inh: -26; MazEF act: 5; Rv3671c inh: -5

What do the screens show for `COC(=O)c1sc(S(=O)(=O)N2CC(C)OC(C)C2)c(C(=O)OC)c1C` (stereo not given)?
GDH-TPI inh: -3; BioA inh: -1.6; FadD28 binding: -3.6; PrPC TRFRET: 3; Mtb FBA inh: 1; BoNT-F LC inh: -6; MazEF act: 8; Rv3671c inh: 5

Results for CCOC(=O)c1c2c([nH]c(=S)c1C#N)CCCC2 ?
GDH-TPI inh: -10; BioA inh: -1.6; FadD28 binding: -21; Mtb UGM inh: 5.4; PrPC TRFRET: 7; Mtb FBA inh: -3; BoNT-F LC inh: inconclusive; MazEF act: -6; Rv3671c inh: -5

Results for Cc1cccc(-n2c(=O)[nH]c3c(C(N)=O)nc(CC(C)C)nc32)c1 ?
GDH-TPI inh: 9; BioA inh: 0.0; FadD28 binding: -3.1; Mtb UGM inh: 2.8; PrPC TRFRET: 3; Mtb FBA inh: 46*; BoNT-F LC inh: 0; MazEF act: 6; Rv3671c inh: -1

Results for Cc1cc(C)n2nc(SC3CCCCN(C(=O)c4ccc(F)cc4)C3=O)nc2n1 (stereo not given) ?
GDH-TPI inh: 6; BioA inh: 22; FadD28 binding: 1.2; Mtb UGM inh: 2.7; PrPC TRFRET: 8; Mtb FBA inh: -1; BoNT-F LC inh: 8; MazEF act: 6; Rv3671c inh: -1

Results for C/C(O)=c1/ccc2cccc3nc(C)nc1c23 ?
GDH-TPI inh: 3; BioA inh: -8.3; FadD28 binding: 1.4; Mtb UGM inh: -0.3; PrPC TRFRET: -15; Mtb FBA inh: -2; BoNT-F LC inh: 4; MazEF act: -12; Rv3671c inh: -3

What do the screens show for `O=C(N=C1SC2CS(=O)(=O)CC2N1Cc1ccccc1)C1CCCO1` (stereo not given)?
GDH-TPI inh: -8; BioA inh: -2.6; FadD28 binding: -2.9; Mtb UGM inh: -0.7; PrPC TRFRET: 1; Mtb FBA inh: 0; BoNT-F LC inh: 1; MazEF act: -19; Rv3671c inh: -3

How did CCNc1nc(OC)nc(Oc2ccc(C(=O)OC)cc2)n1 do in these assays?
GDH-TPI inh: -1; BioA inh: -0.4; FadD28 binding: 1.5; Mtb UGM inh: -1.0; PrPC TRFRET: -4; Mtb FBA inh: 2; BoNT-F LC inh: -7; MazEF act: -3; Rv3671c inh: 2

How did O=c1[nH]cnc2scc(-c3ccc(Br)cc3)c12 do in these assays?
GDH-TPI inh: -1; FadD28 binding: -1.1; Mtb UGM inh: 2.9; PrPC TRFRET: 5; Mtb FBA inh: 0; BoNT-F LC inh: -4; MazEF act: 6; Rv3671c inh: 0

Taken from above, 2 compounds:
How did CCNc1nc(OC)nc(Oc2ccc(C(=O)OC)cc2)n1 do in these assays?
GDH-TPI inh: -1; BioA inh: -0.4; FadD28 binding: 1.5; Mtb UGM inh: -1.0; PrPC TRFRET: -4; Mtb FBA inh: 2; BoNT-F LC inh: -7; MazEF act: -3; Rv3671c inh: 2

How did O=c1[nH]cnc2scc(-c3ccc(Br)cc3)c12 do in these assays?
GDH-TPI inh: -1; FadD28 binding: -1.1; Mtb UGM inh: 2.9; PrPC TRFRET: 5; Mtb FBA inh: 0; BoNT-F LC inh: -4; MazEF act: 6; Rv3671c inh: 0
